HSF-1 act: increases HSF-1 driven luciferase reporter signal | NIH3T3-HGL HSF-1 luciferase reporter, MG132, 8 h; 100% = twice DMSO control signal | activation, % at 9 µM | 1.7% of 300,000 active | AID 504408;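 active = mean replicate activation of at least 50% with a set share of replicates each reaching 50%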;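 also: 0% = median of the neutral control wells and 100% = twice that signal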
SKKanGAS inh: SKKanGAS growth inhibition; S. pyogenes SKKanGAS, kanamycin growth, BacTiter-Glo, 6 h; inhibition, % at 7.5 µM; 1.3% of 300,000 active;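 active = mean replicate score, as percent of positive control median, at least 50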;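 also: strain carries kanamycin resistance gene driven by streptokinase promoter and grows in 40 µg/ml kanamycin; loss of luminescence reflects streptokinase promoter inhibition or plain growth inhibition; 0% = median of DMSO wells and 100% = positive control at its reference dose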
HIF act: HIF pathway transcriptional activation; U2OS HRE-luciferase reporter, luminescence; normalized: DMSO 0%, desferrioxamine 100%; activation, % at 7.5 µM (by protocol); 0.32% of 300,000 active; AID 1910;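 active = mean activation of at least 10% of the iron chelator positive control signal, with at least half of replicates also reaching 10%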
Platelet DG rel: platelet dense granule release activity | AID 1663 | human platelet-rich plasma, SFLLRN dense granule ATP release, luminescence | inhibition, %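 (compounds screened at 7.5 µM in platelet-rich plasma)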 | 0.22% of 300,000 active;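 active = mean replicate score, as percent of positive control, at or above 50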
HSP90 refold inh: HSP90 refolding inhibition in rabbit reticulocyte lysate. luciferase refolding luminescence, 3 h. 0.91% of 290,000 active. AID 1789. inhibition, % at 5.6 µM;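 active = inhibition above the screen-wide mean plus 3 SD, computed separately per campaign, cut at about 16% in these data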;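 also: 0% = DMSO wells and 100% = 60 µM geldanamycin wells; inhibitors lower the luminescence because luciferase stays unfolded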
AI-2 QS mod: Vibrio harveyi AI-2 quorum sensing modulation | activity change, % at 7.5 µM | 0.4% of 300,000 active | Vibrio harveyi JMH597 AI-2 luminescence/OD600 ratio, 9 h; hits give low values; strain lacks LuxN and CqsS sensors; 0 = neutral-control median | AID 2094; in the data active = activity change below about -75%, passing the limit was not always enough;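 also: luminescence divided by OD600 gain over 9 h not by final OD600 alone; inactives centre near 13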
HSF1 inhib: HSF1 inhibition; activity change, negative = inhibition, % at 7.5 µM (by protocol); 0.77% of 300,000 active; NIH3T3-HGL HSE-luciferase, MG132-induced, luminescence 8 h; hits give low values;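 active = more than half of replicate wells show activity change below -50%, luminescence cut by over half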;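 also: luciferase reports HSF-1 transcriptional activity via heat shock element; 0% = median of DMSO wells and -100% = zero luminescence signal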
IEC-6 tox: IEC-6 cytotoxicity, counter-screen for KLF5 inhibitors. luminescence viability. 0.78% of 290,000 active. inhibition, % at 5 µM. AID 1825; in the data active = inhibition above about 22%;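 also: 0% = plate median of test compound wells and 100% = cytotoxic reference compound wells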
KLF5 inh: suppresses KLF5 promoter-driven expression; DLD-1 KLF5 promoter-luciferase reporter, luminescence; inhibition, % at 5 µM; 0.23% of 290,000 active;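 active = inhibition above a per-plate limit of that plate's mean compound inhibition plus 3 SD, cut at about 60% in these data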;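 also: 0% = DMSO wells and 100% = LY294002 at 200 µM; higher means less KLF5 promoter-driven luciferase light; inactives centre near -14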
aSyn UTR inh: 5' untranslated region of α-synuclein, MLPCN primary screen; alpha-synuclein 5'UTR reporter, inhibitor activity; inhibition, % (tested at 7.5 µM); 0.82% of 300,000 active; AID 1813; in the data active = inhibition above about 60%;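 also: H4 neuroglioblastoma cells stably carrying SNCA 5'UTR luciferase fusion; 0% = DMSO wells and 100% = positive control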
* = called active by the depositor; . = no result given. Random draw from the library (roughly 6% active in at least one column).

molecule | HSF-1 act | SKKanGAS inh | HIF act | Platelet DG rel | HSP90 refold inh | AI-2 QS mod | HSF1 inhib | IEC-6 tox | KLF5 inh | aSyn UTR inh
CCOC(=O)c1c(C)[nH]c(C(=O)CSc2nnc(-c3cccs3)n2Cc2ccccc2)c1C | 40 | 13 | -0.7 | 3 | 0 | 16 | 15 | -4 | -4 | -6
COC(=O)c1ccc(N=Cc2c(C(F)(F)F)[nH][nH]c2=O)cc1 | -24 | -2 | 0.9 | -1 | -3 | 0 | -7 | 1 | 11 | -135
COC(=O)c1nnn(-c2nonc2N)c1CSc1nnc(N)s1 | 9 | -15 | -4.3 | -9 | 2 | 1 | -12 | -3 | -12 | 9
COc1cccc(CNC(=O)CCC(=O)N2Cc3cccc(OC)c3Oc3ncccc32)c1OC | 7 | -5 | . | 8 | 2 | 13 | -4 | -6 | -10 | 20
COc1ccc(-n2c(CCC(=O)O)ccc2-c2ccc(F)cc2)c(OC)c1 | 4 | -2 | 0.6 | -5 | -2 | 18 | -1 | 0 | 18 | -1
COc1ccc(C(=O)N/C(=C\c2cc(OC)c(OC)cc2[N+](=O)[O-])C(=O)NCCO)cc1 | . | . | . | . | -4 | 19 | . | 0 | -38 | .
CCOC(=O)c1c(C)nc(SCC(N)=O)c(C#N)c1-c1ccccc1 | -12 | -4 | 0.1 | -9 | 1 | 16 | 5 | 1 | -4 | 22
COc1ccc(OCCOCCOc2ccc(C)cc2[N+](=O)[O-])cc1 | -7 | 2 | -1.2 | -2 | 2 | 15 | 5 | 10 | -18 | -2
COc1cc(CNc2ccc(NC(C)=O)cc2)ccc1OCc1ccccc1C | 42 | -7 | 0.3 | 0 | -2 | 24 | 24 | 5 | -20 | -122
CN1CCCN(S(=O)(=O)c2ccc3ccccc3c2)CC1 | 15 | -4 | -0.2 | -7 | -1 | 2 | 3 | 3 | 0 | 16
Cc1cccc(-n2cnc3c(c2=O)c2nc4ccccc4nc2n3Cc2ccco2)c1 | 104* | 41 | 2.3 | -2 | . | 19 | 101 | . | . | 14
COc1cc(SC)ccc1C(=O)N1CCN(c2ccccc2OC)CC1 | -7 | -17 | 2.1 | -7 | -3 | 2 | 1 | 31* | 36 | 24
CC(=O)NN1C(=O)c2ccc(Oc3ccc([N+](=O)[O-])cc3)cc2C1=O | -11 | 11 | -0.5 | -2 | -6 | 23 | 5 | -11 | -49 | 1
COc1ccccc1C(=O)Nc1cccc2nc(C)ccc12 | 7 | 6 | -0.9 | -3 | 2 | 4 | 3 | 0 | -56 | -3
CCCn1c(SCC(=O)c2cc(C)c(C)cc2C)n[nH]c1=O | 14 | 1 | -0.6 | -7 | 0 | -4 | 7 | -5 | -34 | -10
CC(C)CNC(=O)COC(=O)c1cccc(S(=O)(=O)NCC(F)(F)F)c1 | 39 | -10 | -0.5 | 2 | 3 | 9 | 11 | 5 | -7 | 2
CC(NC(=O)C(=O)N1CCOCC1)C(c1cccs1)N1CCN(c2ccccc2F)CC1 (stereo unspecified) | -2 | -3 | 0.1 | 9 | -2 | 0 | 0 | 3 | -28 | -21
Cc1cccc(OCC(O)Cn2c(=N)n(CCN3CCOCC3)c3ccccc32)c1 (stereo unspecified) | 14 | 0 | 0.8 | 6 | 7 | 42 | -4 | -5 | -7 | 12
CCn1c(SCC(=O)Nc2cc(C)ccc2C)nnc1-c1cnccn1 | 6 | -5 | -0.2 | -10 | 6 | 10 | -6 | 1 | -18 | 20
COc1ccc(-n2c(SCC(=O)NC3CCCCC3)nc3ccsc3c2=O)cc1 | -2 | -6 | -0.1 | -9 | -3 | 4 | 2 | -4 | -10 | 1
COc1ccc(/C=C/CN2CCCC(CCC(=O)NCc3ccc(F)c(F)c3)C2)cc1 (stereo unspecified) | . | -5 | -0.2 | 9 | 3 | 3 | . | -2 | 6 | 7
CCCCn1c2ccccc2c2cc(CC(N)=O)ccc21 | -12 | -4 | -0.7 | 2 | 0 | 9 | 0 | 8 | -21 | 13
CN(Cc1ccccc1)C(=O)COC(=O)COc1ccc(C#N)cc1 | -7 | -16 | 0.2 | -6 | 0 | 6 | -9 | 2 | -1 | -1
CCc1ccc(OCC(=O)N(CC)CC)cc1 | 23 | -11 | 0.3 | -3 | 2 | -4 | -4 | 2 | -13 | -33
C/C=C1\COC(C(=O)NCCN2CCCC2)(C(F)(F)F)C=C1C=C1CCCCC1 (stereo unspecified) | 0 | 10 | -0.3 | -2 | . | -5 | -4 | . | . | -32
CCc1nnc(NC(=O)c2cccnc2)s1 | 16 | -5 | -0.2 | 3 | 1 | -1 | -6 | -4 | -39 | 1
Cn1c(CNC2CCCCC2)c(C#N)c2ccccc21 | 21 | -2 | 0.8 | 0 | 2 | 14 | 4 | 3 | -25 | -15
O=C(O)CCC(=O)N1CCC(n2nnc3cc(C(F)(F)F)ccc32)CC1 | 4 | 4 | 0.0 | 2 | 0 | 14 | -1 | 0 | -8 | -3
Cc1nn(C)cc1CNC(=O)c1ccccc1Br | 0 | -3 | -0.4 | -6 | 0 | 24 | -4 | -3 | -13 | 4
CCC(=O)Nc1nnc(S(=O)(=O)N(CC)c2ccc(OC)cc2)s1 | -9 | 5 | -3.0 | -3 | 0 | 1 | 5 | -6 | -37 | 14
COc1ccc(NC(=O)CCCN2C(=O)CCC2=O)cc1Cl | -7 | 4 | 0.0 | 13 | 3 | 14 | 5 | 6 | -18 | -17
O=Cc1ccc(OCc2cn3ccccc3n2)cc1 | 14 | 8 | 0.8 | 1 | -5 | 17 | 2 | -10 | -47 | -54
Cc1ccccc1NN1C(=O)C=CC1=O | -3 | -3 | 0.2 | 1 | 1 | 18 | -10 | -6 | -20 | 7
Cc1cc(C(=O)NCCc2ccc(Cl)cc2)no1 | 27 | 2 | 0.6 | 2 | 2 | 7 | 12 | 0 | -40 | 1
CC(=O)N1CCCc2cc(S(=O)(=O)N(C)Cc3ccccc3)ccc21 | 3 | 13 | -0.1 | -9 | 5 | 7 | 0 | 6 | -9 | 3
CC(C)Oc1ccc(S(=O)(=O)N2CCOCC2)cc1NC(=O)C1=COCCO1 | 0 | -3 | -0.3 | -12 | . | 10 | -1 | . | . | -3
Cc1cc(C)nc(Sc2ncnc(N)c2[N+](=O)[O-])n1 | 9 | 2 | 11* | 1 | -2 | -3 | -2 | 1 | -26 | 0
O=C1Cc2ccccc2C(c2c(Cl)cccc2Cl)N1 (stereo unspecified) | -12 | 0 | -0.2 | -1 | -3 | 3 | 0 | -5 | -59 | 11
CCN(CC)c1ccc(/C=N/N2CCN(Cc3cccc4ccccc34)CC2)c(O)c1 | -6 | 9 | -0.5 | 2 | 0 | -2 | -6 | -1 | 15 | 22
COc1ccc(/C=C(/NC(=O)c2ccccc2)C(=O)NCCCn2ccnc2)cc1OC | 12 | -2 | -0.3 | 10 | -3 | 19 | 2 | 2 | -30 | 12
Cc1ccccc1CNc1ccc(C(CC(N)=O)NC(=O)c2ccccc2)cc1[N+](=O)[O-] (stereo unspecified) | -4 | -1 | -0.7 | 5 | . | 3 | 2 | . | . | 22
CN(C)c1ccc(N=Nc2ccccc2C(=O)OCC(=O)N2CCCC2)cc1 | -10 | 6 | 0.3 | -4 | -3 | 9 | 8 | 4 | -42 | -33
CC(C)CCNC(=O)c1cn(CC(C)C)c(=O)c2c1c1ccccc1n2C | 24 | 2 | 1.4 | 20 | 4 | -1 | 0 | -2 | -33 | -5
O=C1NCCN1CCNS(=O)(=O)c1ccccc1[N+](=O)[O-] | 0 | 8 | 0.0 | -27 | -1 | 42 | -5 | -2 | -15 | 11
O=C(NC(Cc1c[nH]c2ccccc12)C(=O)NCc1ccc(F)cc1)OCc1ccccc1 (stereo unspecified) | . | -7 | 0.0 | 12 | -4 | -8 | . | -3 | 2 | 5
O=C(c1ccccc1CCc1ccccc1)N1CCN(c2ccccn2)CC1 | 13 | -1 | -0.9 | 0 | -1 | 24 | 4 | 1 | -1 | 3
O=C(c1cccs1)N1CCCC(c2nc3c(nnn3Cc3ccccc3)c(=O)[nH]2)C1 (stereo unspecified) | -5 | -3 | -0.5 | -3 | -4 | 10 | 0 | 2 | -20 | 28
COC(=O)c1ccc(C(=O)N2CCCC(N3CCN(c4ccccc4)CC3)C2)nc1 (stereo unspecified) | 5 | -6 | 0.3 | -8 | 3 | -4 | 0 | -1 | -9 | 0
CCCCNc1c(-c2cccc(-c3cc(C(C)=O)cs3)c2)nc2cc(C)ccn12 | 3 | 38 | -3.4 | 2 | . | 21 | 8 | . | . | -28
Cc1cc(C)cc(N(CC(=O)NCc2ccccc2Cl)S(=O)(=O)c2c(C)[nH]c(=O)[nH]c2=O)c1 | -4 | -1 | 0.1 | -7 | 8 | 22 | -2 | -3 | -13 | 8
CN1CCC(Oc2ccc(Sc3ccccc3)cc2)CC1 | 42 | -1 | 1.0 | 9 | -10 | -9 | 14 | -8 | -81 | -77
CS(=O)(=O)N(CCc1ccccc1)CC(=O)NCc1ccccn1 | -2 | 0 | -0.2 | 7 | -2 | 2 | -10 | 2 | 5 | 5
COC(=O)/C=C1/SC(=NC(=O)c2ccc(OC)cc2)NC1=O | 14 | 8 | -0.6 | -5 | 5 | 22 | 2 | 0 | -4 | -7
COc1ccc(OC)c(-c2csc(NC(=O)C3CSC4(C)CCC(=O)N34)n2)c1 (stereo unspecified) | 5 | -8 | 0.1 | -33 | . | 21 | 4 | . | . | -13
S=C(NCc1ccccc1)N1CCN(C2CCCCC2)CC1 | . | 2 | . | -2 | -1 | -2 | . | -10 | -37 | -12
CCOc1ccc(C(=O)NCC(=O)OCC(=O)NC2CCCC2)cc1 | -1 | -3 | -0.2 | 0 | -3 | 24 | -3 | -2 | -1 | 7
COc1ccc(C(O)Cc2nccn2C)cc1 (stereo unspecified) | 3 | 0 | -0.2 | 5 | . | 17 | -8 | . | . | 1
O=C(O)C(Cc1ccc(F)cc1)c1ccccc1 (stereo unspecified) | -19 | 0 | -0.5 | -1 | 0 | -2 | 5 | 7 | 0 | 26
C=CCOC(=O)C1=C[C@@H](c2ccccc2)C[C@@H](OCc2ccc(CO)cc2)O1 | -3 | 5 | 0.7 | -5 | 9 | 4 | 2 | -6 | -5 | 11
CCOC(=O)C1(Cc2cccc(OC)c2)CCCN(C(=O)c2cc(CC(C)C)[nH]n2)C1 (stereo unspecified) | 25 | -13 | 5.4 | -15 | -5 | 13 | 14 | 1 | -74 | -118
CCNC(=S)N1CCN(c2nc(-c3ccc(F)cc3)cs2)CC1 | 5 | 0 | 0.0 | -5 | 2 | 4 | 4 | 7 | -4 | -38
CCN(C(=O)CSc1nc2n[nH]c(C)c2c(=N)n1-c1ccc(Cl)c(C)c1)c1cccc(C)c1 | 12 | 32 | -0.4 | 9 | 1 | 22 | 4 | 1 | -57 | 49
